ABHD4 inh = inhibitors of mouse ABHD4; purified mABHD4, FP-Rh probe fluorescence polarization; inhibition, % at 8.92 µM; AID 720543; Q8VD66; 370,000 tested, 0.54% active;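 active means inhibition exceeding the mean over every tested compound plus 3 SD, cut at about 30% in these data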;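 further: 0% = plate median of compound wells and 100% = S159A mutant with DMSO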
Target sequence (Q8VD66 whole entry, looked up): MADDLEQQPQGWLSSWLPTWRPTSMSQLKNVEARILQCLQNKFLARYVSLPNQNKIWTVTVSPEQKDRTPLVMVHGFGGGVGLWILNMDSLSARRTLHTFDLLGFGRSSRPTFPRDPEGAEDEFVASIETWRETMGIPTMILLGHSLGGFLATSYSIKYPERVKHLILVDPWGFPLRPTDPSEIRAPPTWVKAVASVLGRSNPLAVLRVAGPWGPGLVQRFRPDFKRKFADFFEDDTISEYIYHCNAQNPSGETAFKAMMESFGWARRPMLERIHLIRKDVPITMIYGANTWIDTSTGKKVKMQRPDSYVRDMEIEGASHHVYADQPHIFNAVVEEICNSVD
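Test system: mouse ABHD4 enzyme, wild type. Reagent: FP-Rh fluorescent activity-based probe, added after compound pre-incubation. Timing: pre-incubation 45 min, probe exposure 60 min, at 25 °C. Technique: FP readout, ex 525 nm / em 598 nm. Benchmarks: high control S159A mutant with DMSO, low control median of compound wells.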
SIAE primary = human SIAE inhibition, primary screen. 370,000 tested, 0.69% active. Q9HAT2. inhibition, % at 9.66 µM. SIAE FP-Rh probe binding, fluorescence polarization;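 active means inhibition above a cutoff: mean of compounds within the control limits plus 3 SD of those, cut at about 17% in these data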;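 further: 0% = plate median of compound wells and 100% = probe without SIAE protein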
PG9 binder = PG9 antibody binding by small molecule; AID 624416; inhibition, % at 6.7 µM; 360,000 tested, 0.43% active; TR-FRET gp120-PG9 antibody binding; in the data active means inhibition above about 8.5%
Tn7 DDE FP = disrupts Tn7 cyclic peptide binding to fibrin D-Dimer-E complex | FP displacement of FITC-Tn7 peptide from fibrin DD(E); 0% = median of compound wells per plate | AID 720508 | inhibition, % at 8.3 µM | 370,000 tested, 0.13% active | P02675;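 active means inhibition above the mean of compounds falling within the control limits plus 3 SD of them, cut at about 14% in these data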;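 further: 0% = plate median of compound wells and 100% = 10 µM Aha-Tn7 peptide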
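system = human fibrin DD(E) protein | quantity = DD(E) 2 µM final | medium = Tris/NaCl/CaCl2 buffer, pH 7.8 | also added = labelled Tn7 tracer, 0.1 µM | compound dosing = single point at 8.3 µM | timing = compound with protein 10 min, then 3 h after probe, room temperature | signal = FP measurement | benchmarks = Aha-Tn7 high control | repeats = one replicate per compound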
PRMT1 inh = inhibitors of human PRMT1; inhibition, % at 2.79 µM; AID 652257; 370,000 tested, 1.3% active; recombinant PRMT1, activity-based probe fluorescence polarization;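 active means inhibition above about 21% made by adding two undisclosed values, limit read from the data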
UHRF1 MBD2 ctr = human UHRF1 methylated DNA binding inhibitors; AID 687016; UHRF1 binding to methylated oligo, TR-FRET; Q96T88; 370,000 tested, 0.75% active; inhibition, % at 4.4 µM; in the data active means inhibition above about 21%;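 further: UHRF1 SRA domain binding a hemimethylated CpG hairpin DNA probe; 0% = median of test compound wells and 100% = reference inhibitor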
LEDGF integ inh = blocks HIV-1 LEDGF/p75-dependent DNA integration; TR-FRET IN-LEDGF/p75 DNA integration, Eu/Cy5; inhibition, % at 3.7 µM; 370,000 tested, 0.64% active; AID 743269;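 active means inhibition above the screen-wide mean plus 3 SD, cut at about 13% in these data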;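 further: signal is the Cy5 over europium emission ratio at 671 and 618 nm; 0% = plate median of compound wells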
HTRA1 inh = blocks human HTRA1 serine peptidase; AID 504803; recombinant HTRA1, FP-rhodamine activity-based probe, fluorescence polarization; inhibition, % at 5.96 µM; Q92743; 340,000 tested, 0.5% active; in the data active means inhibition above about 36%;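 further: 0% = enzyme with DMSO and 100% = wells lacking enzyme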
Target sequence (Q92743 whole entry, looked up): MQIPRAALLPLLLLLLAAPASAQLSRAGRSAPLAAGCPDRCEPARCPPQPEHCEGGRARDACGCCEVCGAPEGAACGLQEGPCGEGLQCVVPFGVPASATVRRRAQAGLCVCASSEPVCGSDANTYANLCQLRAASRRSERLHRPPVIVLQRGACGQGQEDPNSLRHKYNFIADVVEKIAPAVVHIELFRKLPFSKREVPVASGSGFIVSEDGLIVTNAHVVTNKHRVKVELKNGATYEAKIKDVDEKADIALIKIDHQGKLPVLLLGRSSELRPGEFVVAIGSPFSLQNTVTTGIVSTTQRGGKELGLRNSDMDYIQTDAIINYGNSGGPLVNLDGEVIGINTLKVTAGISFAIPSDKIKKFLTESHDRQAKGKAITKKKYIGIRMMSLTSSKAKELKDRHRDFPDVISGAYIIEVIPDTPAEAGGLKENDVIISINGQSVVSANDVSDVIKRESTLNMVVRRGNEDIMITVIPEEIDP
TDP2 absorb = blocks human TDP2 phosphodiesterase activity; inhibition, % at 12.8 µM; recombinant TDP2, T5PNP hydrolysis, p-nitrophenol absorbance 415 nm; AID 720702; O95551; 370,000 tested, 0.34% active;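 active means inhibition above the mean of all tested compounds plus 3 SD, set per campaign, cut at about 25% in these data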;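 further: 0% = DMSO with enzyme and 100% = buffer with substrate but no TDP2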
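Material: recombinant human TDP2; quantity: TDP2 enzyme at 120 nM final; medium: Tris-HCl pH 7.5 with MgCl2; compound: single concentration, 12.8 µM nominal, with 1% DMSO; incubation: 2 h enzyme incubation at 37 °C; signal: epi absorbance; measure: percent inhibition; benchmarks: high control without enzyme, low control DMSO plus TDP2; repeats: singlicate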
TCR-CD3 inh = blocks the human TCR-CD3 interaction; 360,000 tested, 0.37% active; AID 651800; TAMRA-labeled TCR probe fluorescence, biochemical; inhibition, % at 9.4 µM; in the data active means inhibition above about 19%;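 further: recombinant mutant TCR 2C K166C tagged with TAMRA read by polarization; 0% = receptor in buffer alone and 100% = receptor with positive control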
* = called active by the depositor; . = not tested or not shown.

The line under a structure holds: ABHD4 inh, SIAE primary, PG9 binder, Tn7 DDE FP, PRMT1 inh, UHRF1 MBD2 ctr, LEDGF integ inh, HTRA1 inh, TDP2 absorb, TCR-CD3 inh
CCC(C(=O)OC)n1cnc2c(cnn2-c2ccc(Cl)cc2)c1=O (centres undefined)
→ 6, 11, -0.8, -2, 1, 1, -5, 3, -1, 1
Cc1cccc(-c2onc3ccc(C(=O)/C=C/N(C)C)cc23)c1
→ -4, -19, -3.7, 0, 7, 3, 9, -36, -17, 2
COc1ccc(Cc2nc3ccc(C(=O)N(C)C(C)c4nccs4)cc3o2)cc1 (centres undefined)
→ 8, 2, -3.1, -8, -1, -2, 2, -1, 10, 8
CC(=O)c1cccc(NC(=O)c2ccc(N(Cc3ccccc3)S(C)(=O)=O)cc2)c1
→ -12, -13, -1.1, -3, -1, 4, -1, -19, 2, -3
Cc1ccc(N(Cc2ccccc2)C(=O)c2ccc(Cl)c(S(=O)(=O)N3CCOCC3)c2)cc1
→ 6, 1, 1.9, -2, -2, 0, -2, -22, -5, 6
Cc1cnc(C(=O)OCC(=O)Nc2ccc(Cl)cn2)cn1
→ 2, 5, -2.2, -2, -1, -1, 3, 0, -5, 11
CCN(CC)CCCN1C(=O)C(=O)/C(=C(/O)c2ccccc2)C1c1cc(OC)ccc1OC (centres undefined)
→ 10, -2, -1.6, 3, 1, -8, -3, -2, -8, 0
CCN(CC)S(=O)(=O)c1ccc(C(=O)Nc2cc(S(=O)(=O)N3CCOCC3)ccc2O)cc1
→ -2, -1, -2.1, 5, 1, -5, -1, 8, 5, 0
C=Cc1ccc(C(=O)N(Cc2ccc(F)cc2)C(C(=O)N(C)C2CCCC2)c2ccc(OC)c(OC)c2)cc1 (centres undefined)
→ -6, 0, ., 7, 3, 2, -5, ., -3, .
CC(C)Oc1ccc(S(=O)(=O)N2CCOCC2)cc1NC(=O)CSc1nnc(C2CC2)n1C
→ -8, -2, 0.1, -9, -2, -1, 0, 2, -16, -4

(next part)
The line under a structure holds: ABHD4 inh, SIAE primary, PG9 binder, Tn7 DDE FP, PRMT1 inh, UHRF1 MBD2 ctr, LEDGF integ inh, HTRA1 inh, TDP2 absorb, TCR-CD3 inh
N/C(=N\OC(=O)COc1cc(Cl)c(Cl)cc1Cl)c1ccccn1
→ 3, -1, -0.7, 5, -1, -3, 0, ., 6, -3
CCOC(=O)C1=NN(C(=O)Nc2cccc(C(F)(F)F)c2)C2C(=O)N(c3cccc(C(F)(F)F)c3)C(=O)C12 (centres undefined)
→ -53, -19, 0.1, 2, 7, 3, 6, -36, -19, -4
c1ccc(-c2ccccc2OCc2nnc3n2CCC3)cc1
→ -2, -1, -0.5, 8, -1, 2, -1, -2, -7, 6
CCCCNc1nc(NCc2ccccc2)nc2ccccc12
→ 18, 4, 0.2, 4, 6, 11, 3, ., -7, -10
COc1ccc(-c2noc(CCC(=O)NCCCN3CCC(Cc4ccccc4)CC3)n2)cc1
→ -37, -27, 1.7, 2, -2, 9, 0, 0, -12, -13
O=C(CN1CCCCC1)Nc1ccc(F)c(Cl)c1
→ 4, 3, 0.8, -4, 1, -1, -3, -21, 4, 3
Cc1ccc(Oc2nc3ccccn3c(=O)c2/C=C(\C#N)C(=O)Nc2c(C)n(C)n(-c3ccccc3)c2=O)c(C)c1
→ -2, 1, -0.4, -1, 2, -1, 0, 0, -1, 4
CC(=O)Nc1nnc(S(=O)(=O)N2CCN(c3ccc([N+](=O)[O-])cc3Cl)CC2)s1
→ 7, -2, -0.6, -3, 3, -2, 3, -1, -10, 10
CCOC(=O)c1c(C)[nH]c(N=Nc2ccccc2)c1C
→ 0, -1, -0.9, 1, 1, 0, -1, -13, -6, 4
CC(=O)N1c2ccc(S(=O)(=O)N3CCC(C(=O)NC4CCCC(C)C4C)CC3)cc2CC1C (centres undefined)
→ 0, 3, 1.9, -2, 3, 1, -4, -7, -11, -4

Of the compounds above, 6 contain a Cl atom:
The line under a structure holds: ABHD4 inh, SIAE primary, PG9 binder, Tn7 DDE FP, PRMT1 inh, UHRF1 MBD2 ctr, LEDGF integ inh, HTRA1 inh, TDP2 absorb, TCR-CD3 inh
CCC(C(=O)OC)n1cnc2c(cnn2-c2ccc(Cl)cc2)c1=O (centres undefined)
→ 6, 11, -0.8, -2, 1, 1, -5, 3, -1, 1
Cc1ccc(N(Cc2ccccc2)C(=O)c2ccc(Cl)c(S(=O)(=O)N3CCOCC3)c2)cc1
→ 6, 1, 1.9, -2, -2, 0, -2, -22, -5, 6
Cc1cnc(C(=O)OCC(=O)Nc2ccc(Cl)cn2)cn1
→ 2, 5, -2.2, -2, -1, -1, 3, 0, -5, 11
N/C(=N\OC(=O)COc1cc(Cl)c(Cl)cc1Cl)c1ccccn1
→ 3, -1, -0.7, 5, -1, -3, 0, ., 6, -3
O=C(CN1CCCCC1)Nc1ccc(F)c(Cl)c1
→ 4, 3, 0.8, -4, 1, -1, -3, -21, 4, 3
CC(=O)Nc1nnc(S(=O)(=O)N2CCN(c3ccc([N+](=O)[O-])cc3Cl)CC2)s1
→ 7, -2, -0.6, -3, 3, -2, 3, -1, -10, 10

Going on with the list:
The line under a structure holds: ABHD4 inh, SIAE primary, PG9 binder, Tn7 DDE FP, PRMT1 inh, UHRF1 MBD2 ctr, LEDGF integ inh, HTRA1 inh, TDP2 absorb, TCR-CD3 inh
CC(=O)NN1C(=O)c2ccccc2NC1c1ccccn1 (centres undefined)
→ -5, -5, -1.1, -4, -2, 3, 0, -1, -20, 11
Cc1nc2scc(-c3ccccc3)c2c(=O)n1N=C1C=CC(=O)C=C1
→ 10, 16, 0.6, -9, 90*, -7, 6, ., -2, -1
CCc1cc2cc(C)c(C)cc2nc1SCC(=O)NNC(=O)c1ccco1
→ -14, -4, -0.6, -2, 29*, 1, 5, -9, -13, 2
Nc1ccc(C(=O)OCc2nc3ccccc3[nH]2)cc1
→ 6, -1, 2.4, -3, -3, 1, 0, -2, 2, 1
Cn1c(=O)c(C(=O)CN2CCc3ccccc32)c(N)n(Cc2ccccc2)c1=O
→ 2, -13, -2.3, 3, 1, 0, 2, -7, 0, 4
Cc1cccn2c(=O)c(C(=O)NCCCN3CC(C)CC(C)C3)c(O)nc12 (centres undefined)
→ 3, 3, 0.3, 12, -4, -3, 3, 4, 11, 6
O=C(Nc1cc(S(=O)(=O)Nc2ccc(Cl)cc2)ccc1O)c1ccc(F)cc1F
→ -6, -4, -1.1, 2, -3, 12, -3, -19, -5, 3
Cc1ccc(OCC(=O)NNC(=O)C2CSC3(C)CCC(=O)N23)cc1C (centres undefined)
→ 0, -1, -3.4, -12, -3, 0, 2, 3, 0, 3
O=C(NCCc1ccccc1)c1cc([N+](=O)[O-])ccc1N1CCOCC1
→ 7, 10, 1.7, -3, 2, 1, -2, 0, -5, -2
OC[C@@H]1CN(Cc2ccco2)C[C@H](n2cnc3c(NC4CC4)ncnc32)O1
→ 4, -3, -0.6, 5, -4, -2, -2, ., 8, 3

Next records follow.
The line under a structure holds: ABHD4 inh, SIAE primary, PG9 binder, Tn7 DDE FP, PRMT1 inh, UHRF1 MBD2 ctr, LEDGF integ inh, HTRA1 inh, TDP2 absorb, TCR-CD3 inh
OCC1(Cc2ccccc2)CCN(C2CCN(c3ccccc3F)CC2)CC1
→ 3, -6, 0.3, -3, -7, -1, 5, 12, -12, 8
O=C(Nc1ccccc1-c1nnn(CC(=O)N2CCc3ccccc3C2)n1)C1CCC1
→ -3, 5, -1.9, 7, -3, 0, 0, 0, 3, -1
Cc1cc(N2CCOCC2)nc2ccc(NC(=O)CCC(=O)N3CCN(c4ccccc4F)CC3)cc12
→ -5, 2, 1.1, -7, -2, 0, 2, -2, -5, 2
CCOC(=O)[C@]12CCCC=C1N(CCC1=CCCCC1)C(=O)[C@H](CC(=O)NCCCN1CCCC1=O)C2
→ 6, 5, -0.9, -2, 3, 1, 3, ., 0, 2
Cc1cc(NC(=O)c2ccc(Cl)cc2Cl)n(CCC#N)n1
→ -2, -5, -0.1, -3, -3, -1, -1, 3, -2, 0
CSc1cnn(-c2ccccc2)c(=O)c1SC
→ 3, 1, -6.0, 5, 0, -1, -3, 2, 0, 1
COc1c(C)cccc1C(=O)Nc1ccc(CN2CCOCC2)cc1
→ -5, 2, 0.4, 3, -2, 2, 0, 0, 1, 0
COc1ccc(-c2ccc(NCCC3=CCCCC3)nn2)cc1OC
→ -1, 0, -1.5, -2, -2, 2, 5, 1, 3, -2
CCN(CC)CCNC(=O)c1ccc(NC(=O)c2cc(-c3ccco3)nc3ccccc23)cc1
→ -4, -1, 3.6, 7, 11, -8, -1, -2, 10, -1
CCCCn1c(N)c(N(CCOC)C(=O)c2c(C)noc2C)c(=O)[nH]c1=O
→ 0, 2, -1.8, -6, 0, 3, 0, 0, 2, 3

Following part.
The line under a structure holds: ABHD4 inh, SIAE primary, PG9 binder, Tn7 DDE FP, PRMT1 inh, UHRF1 MBD2 ctr, LEDGF integ inh, HTRA1 inh, TDP2 absorb, TCR-CD3 inh
CCOC(=O)C1=C(N)n2c(s/c(=C/c3ccco3)c2=O)=C(C(=O)OC)C1c1ccco1 (centres undefined)
→ 39*, 8, -2.1, -1, 36*, 20, 48*, 9, 8, 3
CCCNC(=O)c1ccccc1NC(=O)CN(c1ccccc1OCC)S(C)(=O)=O
→ -3, -1, -1.0, 2, -2, 0, -4, 3, -6, 5
CC(NC(=O)c1cc([N+](=O)[O-])cc([N+](=O)[O-])c1)c1ccc(-n2ccnc2)cc1 (centres undefined)
→ 1, 9, -1.4, 4, 1, 0, -2, 2, -2, -4
COc1ccc(OC)c(Nc2ncnc3c2cnn3-c2ccccc2)c1
→ 1, -6, -0.3, -4, 0, -1, -5, -8, -3, 7
c1ccc(CN2C3=NCCN3c3ccccc32)cc1
→ 9, 1, 0.2, -5, -2, -4, 0, 4, 4, 2
Cc1[nH]c2ccccc2c1C(C[N+](=O)[O-])c1cccc(O)c1 (centres undefined)
→ -5, 11, -0.3, 2, -2, -3, 1, -4, 11, 2
COC(=O)c1ccccc1N/C=C/C(=O)c1ccc(Br)cc1
→ -14, -17, -1.3, -5, -1, 1, 2, -42, -13, 1
CCOC(=O)CC1C(=O)NCCN1S(=O)(=O)c1ccc(Cl)cc1 (centres undefined)
→ -2, -7, 0.3, 5, 2, 1, -1, 2, 5, -1
COc1cccc(OC)c1C(=O)Nc1ccccc1C(=O)N1CCCC1
→ -1, 1, -0.7, -3, -4, 0, 2, 6, -9, 2
Cc1ccccc1CSCCNC(=S)Nc1ccccc1
→ -6, -2, 1.1, 9, 3, 3, -3, -19, -1, -6
COc1ccc(S(=O)(=O)NCCCCCC(=O)O)cc1C(=O)O
→ 3, -7, 0.5, 1, 4, -2, -3, -1, 2, 3

High-throughput results: PubChem BioAssay, The Scripps Research Institute Molecular Screening Center

The order is random; about 4.2% have a hit in one of these screens.
